Abeta rescue: qHTS for compounds that reverse cellular toxicity of Amyloid beta (A-beta) peptide in yeast: Primary Screen | yeast expressing A-beta42, growth rescue, OD600, 48 h; response scale: 0% DMSO, 100% iron-clioquinol control | Potency, µM (titrated, usually from 46.1 µM), inactives show top-dose growth rescue, usual class: activators | hit rate 0.063% among 410,000 | AID 1347071, 2019; note: potency is the fitted concentration of half-maximal effect; nearly all actives have a fitted effect of over 55% in size
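Growth rescue measured by 600 nm absorbance after 48 h yeast culture at 30 C with compound. Values normalized between DMSO and an equimolar ferric chloride plus clioquinol control.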
pAkt inh: HTS Assay for Inhibitors of Akt Phophorylation: Primary Screen; Neuro2A IGF-stimulated pAkt S473 HTRF, 20 min; stronger effect = lower value; activity change, % for hits at 50 µM; hit rate 0.32% among 360,000; AID 651550, 2012; in the data active = activity change below about -80%; inconclusive = mostly about -51% to -80%; note: % is set by controls: 0 for no effect and ±100 for the full control effect
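Neuro2A cells (4,500/well, DMEM with 0.5% FBS) were treated with compound at a single 50 µM final concentration, stimulated with 6 nM IGF for 20 min at 37 °C, and lysed. Phospho-Akt Ser473 was read by HTRF as 665/615 ratio ×10^4.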
MmCpn inh: Inhibitors of TCP-1 ring complex (TRiC) of Methanococcus maripaludis (MmCpn): qHTS; purified Mm-Cpn ATPase, ADP Transcreener TR-FRET; Potency, µM (top dose mostly 76.9 µM), without a hit: at the top dose activity, negative = inhibition, actives largely listed as inhibitors; hit rate 0.031% among 330,000; note: potency is the fitted concentration of half-maximal effect; % is set by controls: 0 for no effect and ±100 for the full control effect; nearly all actives have a fitted effect of over 80% in size
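ATPase read-out: TR-FRET ADP immunoassay (anti-ADP Eu cryptate vs ADP-d2), ex 320 nm, em 590/665 nm; signal drops as ADP forms. Enzyme 25 nM, ATP 10 uM, 30 min at 37°C after 10 min compound preincubation.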
GLP1R cytotox: qHTS of GLP-1 Receptor Inverse Agonists: Cytotox Screen. HEK293 cAMP-luciferase reporter cells, luminescence, 24 h. Potency, µM (series often up to 38.3 µM), for inactives: at the highest dose activity change, negative = inhibition, usual class: inhibitors. hit rate 0.13% among 410,000;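 note: loss of luciferase light is scored as toxicity; potency is the fitted concentration of half-maximal effect; % is set by controls: 0 for no effect and ±100 for the full control effect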
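1536-well qHTS counterscreen of the MLSMR; 200 cells/uL, 12 h pre-incubation, 23 nL cpd, 24 h at 37 deg C 5% CO2, luciferase detection reagent, 12 min RT, luminescence. Inhibition = undesired.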
FUS yeast rescue: qHTS for Suppressors of FUS Proteinopathy: Primary screen using FUS-linked yeast assay; S. cerevisiae FUS-expressing, growth rescue, OD600, 24 h; Potency, µM (top dose mostly 76.6 µM), inactives show top-dose growth rescue (activation), usual class: activators; hit rate 0.24% among 390,000; AID 1347120, 2019;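 note: potency is the fitted concentration of half-maximal effect; plate controls were DMSO vehicle for no effect and reference control for full effect; nearly all actives have a fitted effect of over 55% in size; some results filed as inactive show a strong effect at the top dose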
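Yeast expressing FUS under galactose induction, OD 0.005 in 2% galactose medium; compounds in a dilution series, 24 h at 30C. Growth rescue by absorbance at 600 nm; CP55940 positive control, DMSO negative.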
aSyn rescue: qHTS of alpha-syn Inhibitors. Yeast expressing alpha-synuclein, growth rescue, BacTiter-Glo, 24 h. Potency, µM (highest dose often 46.1 µM), for inactives: at the highest dose growth rescue (activation), actives largely listed as activators. hit rate 0.14% among 370,000. AID 652106, 2013; note: potency is the fitted concentration of half-maximal effect; % of control where 0% means no effect; nearly all actives have a fitted effect of over 65% in size
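Galactose-induced alpha-syn yeast (OD600=0.02, raffinose-pregrown) + pinned cpd, 24 hr, 30 deg C; growth by BacTiter-Glo luminescence. Growth restoration scores as activation.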
PTHR1 agonist: qHTS for PTHR1 Agonists: Primary Screen | Potency, µM (titrated, usually from 115 µM), inactives show at the highest dose activation, usual class: activators | HEK293 GP2 PTHR1 cells, GloSensor cAMP luminescence, 1 h | Parathyroid hormone/parathyroid hormone-related peptide receptor (Homo sapiens), Q03431 | AID 743266, 2014 | hit rate 0.075% among 410,000; note: potency is the fitted concentration of half-maximal effect; nearly all actives have a fitted effect of over 55% in size; some results filed as inactive show a strong effect at the top dose; inactives centre near -15; many of its hits are not listed in these tables
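HEK-293-derived GP2 cells expressing PTHR1 and a GloSensor cAMP reporter, 3,000/well, plated overnight, given luciferin plus IBMX (each 0.5 mM as added) for 1 h at 37 °C, then compound for 1 h at 37 °C. Luminescence was read after 15 min at room temperature.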
TDP43 rescue: qHTS of TDP-43 Inhibitors | hit rate 1.8% among 410,000 | TDP-43 expressing yeast growth rescue, BacTiter-Glo, 24 h | AID 652104, 2013 | Potency, µM (series often up to 46.1 µM), inactives show at the top dose growth rescue (activation), usual class: activators; note: potency is the fitted concentration of half-maximal effect; % of control where 0% means no effect; nearly all actives have a fitted effect of over 50% in size
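In this qHTS, compounds that restore growth of yeast expressing TDP-43 appear as activators. Cells (OD600=0.02, galactose medium, raffinose-pregrown) are incubated with compound 24 hr at 30 deg C and growth is quantified by BacTiter-Glo.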
GLP-1R inv ag: qHTS of GLP-1 Receptor Inverse Agonists (Inhibition Mode). Glucagon-like peptide 1 receptor (Homo sapiens), P43220. HEK293 GLP-1R CRE-luciferase, luminescence, 24 h; GLP-1R form is constitutively active. Potency, µM (doses to about 38.3 µM), without a hit: top-dose activity change, negative = inhibition, most hits filed as inhibitors. hit rate 1.6% among 410,000; note: potency is the fitted concentration of half-maximal effect; % is set by controls: 0 for no effect and ±100 for the full control effect; nearly all actives have a fitted effect of over 55% in size
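Assay principle: reduced luminescence from a cAMP-responsive reporter in HEK293 cells co-expressing a constitutively active GLP-1R. Conditions: 24 hr compound incubation, 37 deg C, 5% CO2.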
Numbers without * were called inactive; i = inactive; u = inconclusive; x = not tested or not shown; [ ] = remark or other dose. Unless noted, calls come from the whole dose curve; as a rule, active = well fitted curve in the direction sought with a large enough effect; inconclusive = small, poorly fitted or top-dose-only effect, or another doubt; inactive = no such curve, though single readings can be large; an effect the other way counts as inactive or inconclusive. The list is partial. The share of hits here may be higher or lower than overall.

Screens in order: Abeta rescue | pAkt inh | MmCpn inh | GLP1R cytotox | FUS yeast rescue | aSyn rescue | PTHR1 agonist | TDP43 rescue | GLP-1R inv ag
- CCOC(=O)C1CCN(S(=O)(=O)c2cnc[nH]2)CC1
→ 22% | i | 0% | -3% | 12% | 1% | i | -5% | -1%
- O=C(Cn1[nH]c(=O)c2ccccc2c1=O)Nc1ccc(-c2nnc3n2CCCCC3)cc1
→ 12% | i | 0% | 22% | -2% | 2% | i | 14% | -19%
- O=C(Nc1cc(Cl)ccc1N1CCOCC1)c1cccnc1
→ -11% | i | 3% | -19% | -5% | -3% | -1% | 16% | -2%
- O=C(CCc1nnc(C2CCCCC2)o1)N1CCCCC1CCn1cccn1 (configuration not stated)
→ -6% | i | -3% | 1%[7.66 µM] | 5% | -2% | -18% | 5%[9.22 µM] | 3%[7.66 µM]
- O=C(Cn1cc(C(=O)c2ccco2)c2ccccc21)NC1CCCCC1
→ 25% | i | -4% | -7% | 43% | 6% | i | 8% | u
- COc1ccc(/C=C/C(=O)O)cc1COc1ccccc1C
→ 0% | i | -1% | 1% | x | 15% | -9% | 24% | 25%
- Cc1cccc(C(=O)Nc2cccc(OCC(=O)O)c2)c1
→ -9% | i | -3% | 2% | -1% | 0% | -3% | -7% | 55%[activator]
- Cc1ccc(CN2CCN(Cc3cccn3-c3ccc(Cl)cn3)CC2CCO)o1 (configuration not stated)
→ -2% | i | -1% | -9% | u | 4% | -18% | -10%[0.397 µM] | -37%
- CCc1ccc(CN(Cc2ccco2)c2cnc(S(C)(=O)=O)nc2C(=O)Nc2cccc(C)c2)cc1
→ 0% | x | x | 1% | 12% | x | 1% | -7% | u
- COc1cc(C)nc(N2CCCC(C(=O)Nc3ccccc3Br)C2)n1 (configuration not stated)
→ -15% | i | -2% | 3% | 31% | -1% | i | 28% | -22%

Single records (already shown). Order of values: Abeta rescue, pAkt inh, MmCpn inh, GLP1R cytotox, FUS yeast rescue, aSyn rescue, PTHR1 agonist, TDP43 rescue, GLP-1R inv ag
O=C(Nc1cc(Cl)ccc1N1CCOCC1)c1cccnc1 is entered as -11%, i, 3%, -19%, -5%, -3%, -1%, 16%, -2%
O=C(Cn1cc(C(=O)c2ccco2)c2ccccc21)NC1CCCCC1 is entered as 25%, i, -4%, -7%, 43%, 6%, i, 8%, u
Cc1cccc(C(=O)Nc2cccc(OCC(=O)O)c2)c1 is entered as -9%, i, -3%, 2%, -1%, 0%, -3%, -7%, 55%[activator]

Going on with the list.
Screens in order: Abeta rescue | pAkt inh | MmCpn inh | GLP1R cytotox | FUS yeast rescue | aSyn rescue | PTHR1 agonist | TDP43 rescue | GLP-1R inv ag
- CCc1nc2nc(C)c(NS(=O)(=O)c3ccc4c(c3)CCCC4)c(=O)n2[nH]1
→ -8% | i | -2% | -2% | -9% | -8% | -3% | -4% | 4%
- COc1ccccc1NC(=O)Nc1nc(CC(=O)Nc2ccccc2F)cs1
→ 2% | i | 0% | -28% | 6% | 6% | -5% | 0% | u
- Clc1cccc(C2=NC(c3cccs3)=Nc3ccc(Br)cc3N2)c1
→ -10% | x | x | 18% | 44% | x | -20% | 7% | -20%
- C[C@H](CO)N1C[C@H](C)[C@@H](CN(C)CC2CCCCC2)Oc2c(NS(=O)(=O)c3ccccc3)cccc2C1=O
→ -19% | i | 2% | 11% | 6% | -7% | 16% | -5% | -1%
- CCN(CC)c1ccc(NC(=O)C2CCCN(S(=O)(=O)c3cnc[nH]3)C2)c(C)c1 (configuration not stated)
→ -9% | i | -1% | 5% | -5% | 1% | 3% | -3% | u
- CC(NC(=O)OC(C)(C)C)C(=O)N1CCCC1C(=O)NC(Cc1ccccc1)C(N)=O (configuration not stated)
→ 10% | i | 1% | 1% | 19% | -5% | -16%[57.5 µM] | -17% | 0%
- CCOC(=O)c1c(C)[nH]c(C)c1S(=O)(=O)NCC(=O)NCc1cccc(C)c1
→ -13% | x | x | -17% | 10% | x | -23% | -16% | 4%
- CC(C)CC1NC(=O)c2cccnc2-n2c1nc1ccccc1c2=O (configuration not stated)
→ -4% | i | x | 5% | -19% | 0% | -3% | 15% | 6%
- CCOC(=O)c1c(N)sc(C(=O)N2CCCC(C(N)=O)C2)c1C (configuration not stated)
→ 4% | i | x | -3% | -1% | -2% | i | -3% | 43%[activator]
- O=C(N/N=C/c1ccc(OC(=O)c2ccccc2Br)cc1)c1ccccn1
→ 10% | i | 1% | -6% | -3% | 1% | -24% | 16% | 7%
- COc1ccccc1N=C1SC(C(=O)Nc2ccc(F)cc2)CC(=O)N1C (configuration not stated)
→ -9% | i | -1% | -3% | 1% | 2% | i | 5% | u
- CCCCCc1nc2sc3c(c2c(=O)n1NC(=O)c1ccc([N+](=O)[O-])cc1)CC(C)(C)OC3
→ 2% | i | -2% | -10% | 19% | 3% | -27% | -1% | 10µM*
- CC(c1nnc(SCC(=O)c2c(N)n(C3CC3)c(=O)[nH]c2=O)n1-c1ccc(F)cc1)N(C)C (configuration not stated)
→ -4% | i | 2% | 5% | -3% | -10% | -1% | 3% | 2%
- Cc1ccc(S(=O)(=O)n2c(C)nc3ccccc32)cc1
→ 9% | i | 1% | 6% | -8% | 1% | 17% | u | -19%
- COc1cccc(N2CC(NC(=O)C(c3ccccc3)c3ccccc3)CC2=O)c1 (configuration not stated)
→ 12% | x | x | 9% | u | x | i | 23% | -17%
- COc1ccc(/C=C(/NC(=O)c2ccccc2)C(=O)N2CCCC2)cc1OC
→ -4% | i | -2% | -5% | 27% | -1% | i | -19% | 3%
- O=C(Nc1ccc2ccccc2c1[N+](=O)[O-])c1ccccc1
→ -9% | i | x | -17% | x | -1% | -10% | 24% | -15%
- CCOC(=O)C1CCN(CC(=O)Nc2c(C(=O)OC)[nH]c3cccc(C)c23)CC1
→ 5% | i | 0% | -8% | -7% | -4% | -7%[57.5 µM] | 3% | -1%
- O=C(COC(=O)c1nsc(Cl)c1Cl)NC1CCCCC1
→ -12% | i | -9% | 1% | -27% | 0% | i | -12% | 8%
- COc1cccc(C(=O)Nc2ccc3[nH]ncc3c2)c1OC
→ 7% | i | 2% | -11% | 11% | 3% | -5% | 4% | 59%[activator]
- COc1cc2[nH]c(=O)c(C(=O)NCCCN3CCCCC3)c(O)c2cc1OC
→ 1% | i | -2% | 18% | 9% | -2% | i | -9% | 3%
- CCc1ccc(-n2nc(C)c3c(C(=O)Nc4cccc(C(F)(F)F)c4)cc(C)nc32)cc1
→ -4% | x | x | -27% | -5% | x | -43%[inhibitor] | 9% | 2.2µM*
- CC1Cc2ccccc2N1S(=O)(=O)c1c(N)n(C)c(=O)n(C)c1=O (configuration not stated)
→ -8% | i | 1% | -20% | 0% | -2% | i | -21% | -17%
- Cc1ccc(CNC(=O)CCS(=O)(=O)c2ccc(Br)s2)o1
→ -4% | i | 1% | 2% | 33% | 8% | i | -15% | -10%
- Cc1ncc(CO)c(/C=N/NC(=O)c2cc3c(s2)CCCC3)c1O
→ -42%[inhibitor] | i | 1% | 31%[activator] | 10% | 0% | -10% | 16% | u
- CCc1ccc(CNC(=O)CN2CCSc3ccccc32)cc1
→ u | x | x | 2% | 5% | 11% | i | 25µM* | u
- COC(=O)C1CCN(C(=O)c2cc(-c3ccc(Cl)s3)nc3ccccc23)CC1
→ 20% | i | u | -14% | u | u | -41%[inhibitor] | 35µM* | u
- CCOC(=O)c1c(-c2ccccc2)oc2ccc(N(C(C)=O)S(=O)(=O)c3ccc(C)cc3)cc12
→ -4% | x | x | 9% | -12% | x | -6% | 24% | -17%
- CCOc1ccc(N=C(C)C2=C(O)c3ccccc3C2=O)cc1
→ -10% | i | -2% | 6% | 23% | u | -21% | -16% | 15%
- Cc1nc2ccccn2c1C(=O)N/N=C/c1ccc([N+](=O)[O-])o1
→ -8% | i | -1% | u | -20% | 7% | i | 27% | -10%
- CC1(NC(=O)Nc2ccccc2)CCS(=O)(=O)C1 (configuration not stated)
→ 13% | i | -1% | -3% | -12% | 2% | i | 17% | 7%
- CCCC(=O)Nc1nc(C)c(-c2csc(Nc3ccccc3OC)n2)s1
→ -3% | i | u | 8% | u | 1% | -7% | 20% | 24%
- Cc1ccc(N2CCN(C(=O)c3cc(C(=O)c4ccccc4C)c[nH]3)CC2)c(C)c1
→ u | i | -4% | -10% | 25% | 9% | -36%[inhibitor] | 24% | u
- CSc1ccccc1NC(=O)C1(C)CCN1C(=O)Cc1ccccc1Cl (configuration not stated)
→ 2% | i | x | 3% | 9% | 0% | -5% | 26% | -10%
- CC(NC(=O)c1cccs1)c1ccc(Cl)cc1 (configuration not stated)
→ -5% | i | x | 7% | -6% | -16% | i | u | u
- CC(=O)Nc1ccc(/C=N/OCC(=O)Nc2ccc(C)cc2)cc1
→ 1% | i | 2% | 0% | -6% | -2% | -31%[inhibitor] | -4% | 2%
- CCOC(=O)c1[nH]c(C)c(C(=O)N2CCN(c3ccc(F)cc3)CC2)c1C
→ 0% | i | 1% | -17% | u | 10% | -46%[inhibitor] | -7% | 0%
- O=C(c1cc2cc([N+](=O)[O-])ccc2oc1=O)N1CCN(C2CCCCC2)CC1
→ 7% | i | 4% | -12% | 17% | -6% | -16% | x | -4%
